# Bioassay records deposited in PubChem by National Center for Advancing Translational Sciences (NCATS).
# Pf Dd2 growth – inhibitors of Plasmodium falciparum Dd2 growth; Potency, µM (highest dose often 28.9 µM), for inactives: at the highest dose activity, negative = inhibition, hits mostly inhibitors; P. falciparum Dd2 growth, SYBR Green, 72 h; hit rate 4.3% among 120,000; active means well fitted inhibition curve with a large enough effect; inconclusive means small, poorly fitted or top-dose-only effect; inactive means no such curve, though single readings can be large or run the other way;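 further: plate controls were DMSO vehicle for no effect and reference drug for full effect; nearly all actives have a fitted effect of over 65% in size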
#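 Readout: SYBR Green fluorescence, 485 nm excitation, 535 nm emission, after ~16 h lysis at 37C. Before that, Dd2-infected red cells (2.5% hematocrit) grew 72 h with compound, 29 uM top final concentration.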
# The depositor's hits bear a star; i = inactive; ? = inconclusive; & = joins results of further samples; [ ] = another dose, or the depositor's remark. Potency means the concentration at half of the fitted maximal effect. Some of the compounds tested; count on the stated rates, not on these rows.
# Start of the data: the first two entries, to show the layout:
SMILES,Pf Dd2 growth
CCOc1ccc(NS(=O)(=O)c2ccc3[nH]cc(C(=O)N(C)C4CCCCC4)c(=O)c3c2)cc1,37%[activator]
CCOc1cccc(CN2CC[C@@](C)(O)[C@H](N3CCCC3)C2)c1,?

# The whole of this part, previewed entries included:
SMILES,Pf Dd2 growth
CCOc1ccc(NS(=O)(=O)c2ccc3[nH]cc(C(=O)N(C)C4CCCCC4)c(=O)c3c2)cc1,37%[activator]
CCOc1cccc(CN2CC[C@@](C)(O)[C@H](N3CCCC3)C2)c1,?
CCOc1ccccc1NC(=O)C1CCCN(S(=O)(=O)c2cn(C)cn2)C1 (configuration not stated),35%[activator]
O=c1[nH]ccn1C1CCN(Cc2ccc(C(F)(F)F)cc2)CC1,-17%[44.1 µM]
CCc1nnc(SCC(=O)Nc2ccc(Cl)cc2F)c2cc3occc3n12,?
CC1(CCCCN2CCOCC2)COc2ccc(C(=O)NCc3cccc(F)c3)cc2N1 (configuration not stated),i
Cc1c(Cl)cccc1NC(=O)Cn1nc(C)c2sc3ccccc3c2c1=O,i
CC(C)N1CCC2(CC1)CNCc1ccccc1O2,i
CCN(CC)Cc1cnc2c(C(=O)N3CCCCCCC3)cnn2c1,-4%
CCOC(=O)c1c(S(=O)(=O)NCC(=O)Nc2ccc(C)c(Cl)c2)c(C)n(C)c1C,12%
O=C(NCc1nnc2n1C(C(=O)NCc1ccc(F)cc1)CC2)c1cccnc1 (configuration not stated),26%
Cc1ccc(CNC(=O)c2c(Nc3c(C)cccc3C)sc(C(=O)c3ccccc3)c2N)cc1,-4%
Cn1ccnc1C(=O)N1CC[C@H]2C(=O)NCCCCCCN(Cc3ccncc3)[C@@H]2C1,6%
COc1ccc2c(c1)C1(CCN(C(=O)CCc3ccccc3)C1)C(=O)N2C (configuration not stated),-2%
Cc1ccc(NC(=O)C2CCCN2S(=O)(=O)c2ccc3c(c2)C(C)(C)C(=O)N3C)cc1 (configuration not stated),i

# Sorted by length of the SMILES (lowest first): some entries from above.
SMILES,Pf Dd2 growth
CCN(CC)Cc1cnc2c(C(=O)N3CCCCCCC3)cnn2c1,-4%
Cc1c(Cl)cccc1NC(=O)Cn1nc(C)c2sc3ccccc3c2c1=O,i
CCOc1cccc(CN2CC[C@@](C)(O)[C@H](N3CCCC3)C2)c1,?
O=C(NCc1nnc2n1C(C(=O)NCc1ccc(F)cc1)CC2)c1cccnc1 (configuration not stated),26%
CC1(CCCCN2CCOCC2)COc2ccc(C(=O)NCc3cccc(F)c3)cc2N1 (configuration not stated),i
CCOC(=O)c1c(S(=O)(=O)NCC(=O)Nc2ccc(C)c(Cl)c2)c(C)n(C)c1C,12%
Cc1ccc(NC(=O)C2CCCN2S(=O)(=O)c2ccc3c(c2)C(C)(C)C(=O)N3C)cc1 (configuration not stated),i

# Following part.
SMILES,Pf Dd2 growth
CCc1nn(CC(=O)N2CCCCC2)c(=O)c2cc3sc(C)cc3n12,16%
COc1ccc(C(=O)N2CC[C@@H]3CN(S(C)(=O)=O)[C@@H]3C2)c(OC)n1,-11%
Cc1c(CC(=O)NCc2ccon2)c2c(n1Cc1ccccc1F)CCCC2=O,-18%
CCc1nc2c(c(-c3ccc(Cl)cc3)n1)CCN(Cc1ccnn1C)CC2,i
Oc1ccc(NCc2ccc(OCc3ccccc3)cc2)cc1,?
Cc1ccccc1CNCc1c(C(=O)O)c(C)n(Cc2ccc(F)cc2Cl)c1C,-10%
Cc1cccc(CS(=O)(=O)c2ncc(Cl)c(C(=O)Nc3nc4ccc(F)cc4s3)n2)c1,30%
COc1ccccc1-c1cc(C(=O)NCCc2ccc(Cl)cc2)nn2cccc12,10%
CC(C(=O)NCc1ccc(N2CCOCC2)cc1)C1CCOCC1 (configuration not stated),46%[activator]
COc1ccc(-n2nc(C3CCCN(C(=O)C4CC4)C3)[nH]c2=O)cc1 (configuration not stated),i
CCCN(C(=O)c1cc2c(s1)-c1ccccc1SC2)c1ccccc1F,?
Cc1ccc(NC(=O)N(Cc2cn(C)c3ccccc23)C2CCCCC2)cc1C,3.5µM*
COc1ccc(NC(=O)c2nc(-c3ccc(C)cc3)n3c2CCCCC3)cc1,?
N#Cc1ccc(N2CCCn3nc(CCC(=O)N4CCCC4)cc3C2)nc1,-11%
Cn1c(=O)n(C)c2cc(N3CCOCC3)c(NS(=O)(=O)c3ccc(Cl)cc3)cc21,?
O=C(NCc1ccccc1)c1ccc2c(c1)OCCN(CCC(F)(F)F)C2,-3%[44.1 µM]
Cn1cccc1C(=O)N1CC[C@H](NC(=O)NC2CCCCC2)[C@H]1C(=O)N1CCC[C@@H]1C(N)=O,0%
Cc1ccc(NC(=O)C2CCN(C(=O)c3ncn4c3COC(c3ccc(F)cc3)C4)CC2)cc1Cl (configuration not stated),-11%
Cc1csc(SCC(=O)N[C@H]2[C@H]3CCO[C@H]3[C@@H]2NS(C)(=O)=O)n1,-2%
CC(C)N(Cc1ccccc1)C(=O)CN1C(=O)CSc2ccc(S(=O)(=O)N3CCCC3)cc21,7.9µM*
CNC(=O)[C@@H]1CN(C(=O)c2ccc(C)c(F)c2)C[C@H]1COC,11%
O=C(CCn1ccn2nc3c(c2c1=O)CCCC3)Nc1cccc(Cl)c1F,i
COc1ccc(OC)c(-c2cnc3[nH]cc(CC(N)=O)c3c2)c1,3%[44.1 µM]
COc1ccc(S(=O)(=O)N2C[C@@H](F)C[C@H]2C(=O)N2CCCCC2)cc1,28%
COc1ccc(S(=O)(=O)NCC(c2ccc(N(C)C)cc2)N2CCc3ccccc32)cc1 (configuration not stated),?
Cc1ccccc1N1CCN(C2CCCN(Cc3ccc(C#CC(C)(C)O)cc3)C2)CC1 (configuration not stated),?
N#Cc1cccc(C(=O)NC2CCc3n[nH]c(=O)n3CC2)c1 (configuration not stated),i
CCNC(=O)CC1C(=O)N(c2ccc(C)cc2)C(=O)N1CCC(C)C (configuration not stated),65%[activator]
CCc1ccc(NC(=O)Cn2c(=O)n(Cc3ccco3)c(=O)c3cccnc32)cc1,-27%
Cc1cc2nc3n(c(=O)c2n1CC(=O)Nc1ccc(F)cc1F)CCCCC3,88%[activator]
Cc1ccc(NC(=O)CCC[C@H]2NC[C@@H]3C[C@H]2CN(Cc2ccccc2)C3)cc1,?
O=C(c1ccc(F)cc1)N1CCC(N2CCCCCC2=O)CC1,3%&-15%[44.1 µM]
Clc1ccccc1OCCSc1nnc(-c2cccs2)o1,-8%
CN(Cc1ccccc1)C(=O)[C@H]1O[C@H](CCN2CCN(c3ccccc3)CC2)CC[C@@H]1O,4.5µM*
COC(=O)c1cccc(NC(=S)N[C@H]2CO[C@H]3[C@@H]2OC[C@H]3OC(=O)Nc2cccc3ccccc23)c1,?
COc1ccc(N2CCOC3CCN(Cc4ccc(C(C)C)cc4)CC3C2=O)cc1 (configuration not stated),i
COc1ccc(-c2nc(C)c(CCNS(=O)(=O)c3cc(C)c(C)cc3C)s2)cc1,5%
Cc1cc(C)n(Cc2cc(C(=O)N3CCSCC3)n[nH]2)n1,7%
O=C(c1ccc(Cl)cc1)N1CCC(N2CCNC2=O)CC1,10%
CCc1nc(-c2c3n(c(=O)n(Cc4cccc(OC)c4)c2=O)CCCC3)no1,?
O=C1COc2ccc(-c3cc(-c4ccccc4)c4c(n3)-c3ccccc3OC4)cc2N1,36%[activator]
CCCc1nn2c(=O)cc(COC(=O)c3ccccc3NC(=O)COc3ccccc3F)nc2s1,-21%
COc1ccc(C(=O)N2CCOCC3(CN(Cc4ccccc4)C3)C2)cc1,-12%[44.1 µM]
Cc1cccc(C(=O)N2C(C(=O)NCc3ccco3)COC23CCN(C(=O)CC(C)(C)C)CC3)c1 (configuration not stated),i
COc1cccc(C(=O)N2CCN(c3cc(-c4ccc(Cl)cc4)[nH]n3)CC2)c1OC,-4%
Cc1cc(C)c2[nH]c(C(=O)N3CCCC3c3nc4ccccc4[nH]3)c(C)c2c1 (configuration not stated),?
COc1ccccc1N1CCN(C(=O)C2CCN(S(=O)(=O)c3cnc[nH]3)CC2)CC1,i
Cc1ccc2nc(NCc3ccccc3)c3nncn3c2c1,11%
CCCCOc1ccc(C(=O)N2CCC[C@H]2c2nc(-c3ccc(OC)c(OC)c3)no2)cc1,?
CN(Cc1n[nH]c2c1CCCC2)C(=O)c1ccc(CCC(C)(C)O)cc1,-14%
O=C(c1cc2ccccc2[nH]1)N1CCNc2cnc(Nc3ccccc3)nc2C1,?
COc1ccc(CN2C[C@H]3CN(C(=O)CC(C)(C)C)CCN3C2=O)cc1,-18%[44.1 µM]
CCC1(N2CCN(S(=O)(=O)c3ccc4c(c3)CCCC4)CC2)CCN(C(=O)NC)C1 (configuration not stated),?
CN(C)C(=O)c1n[nH]c2c1CN(C(=O)c1cccc(Br)c1)CC2,i
CCCN(Cc1cccs1)C(=O)Nc1cc(C)cc(C)c1,?
Cc1ccc(CS(=O)Cc2ccc(C(=O)NCc3ccccc3Cl)o2)cc1 (configuration not stated),-20%
COc1cccc(CC(=O)N2CCCn3nc(C)c(-c4ccccc4C(C)C)c32)c1,-18%[44.1 µM]
CN(C(=O)[C@@H]1C[C@@H](c2ccc(F)cc2)N([S+](=O)([O-])c2ccccc2)C1)c1ccccc1,?
Cc1cc(C)c(S(=O)(=O)N2CCn3c(nn(CC4CC4)c3=O)C2)c(C)c1,i
CCOC(=O)c1ccc(NC(=O)Cn2cnc(S(=O)(=O)N3CCCC3)c2)cc1,8%
# More entries follow:
SMILES,Pf Dd2 growth
COc1ccc(CN2C(=O)O[C@@H]3CN(C4CCCCC4)C[C@@H]32)cc1OC,?
COCCN1C(=O)CC[C@]2(C(=O)NCc3cccc(Cl)c3)CCCC[C@@H]12,-3%
CCN1c2cc(C(=O)NCCC3=CCCCC3)ccc2C(=O)N2CCCCC21 (configuration not stated),i
CN1CC(=O)N(C2CCCNCC2)Cc2c1ncnc2N1CCC(O)CC1 (configuration not stated),14%
NCCn1cc(C(=O)N2CCC(Oc3ccncc3)CC2)nn1,7%
COCCN1CCCC2(CCN(C(=O)CN3C(=O)CNC3=O)C2)C1=O (configuration not stated),-10%
COc1ccccc1CC(=O)N1CCC(C2CCN(S(C)(=O)=O)CC2)C1 (configuration not stated),-1%
COc1cc(CN2CCN(Cc3ccon3)CC2CCO)cc(OC)c1 (configuration not stated),-5%
CCc1nn2c(=O)cc(COC(=O)c3ccccc3NC(=O)c3ccc(C(C)(C)C)cc3)nc2s1,4%
Cc1nc2c(c(-c3ccc(Cl)cc3)n1)CCN(C(=O)c1ccc(C(F)(F)F)cc1)CC2,?
CC(C)C[C@@H]1N[C@H](C(=O)N2CCOCC2)Cc2cn(CC3CC3)c3cccc1c23,-21%[44.1 µM]
O=C(Cc1ccccc1Cl)NCc1nnc2c(-c3nc(C4CC4)no3)cccn12,?
O=C(c1cccs1)N(Cc1cccnc1)c1nc2c(F)cc(F)cc2s1,i
CN1CCN(C(CNC(=O)c2ccccc2F)c2ccc3c(c2)OCO3)CC1 (configuration not stated),?
Cc1cc(C)c2c(n1)sc1c(=O)n(-c3cc(Cl)ccc3C)nnc12,2%
COc1cccc(C(=O)N2CCC3(CC2)NC(=O)N(c2ccc(F)cc2)N3)c1OC,-13%
CCOc1ccc(CCNC(=O)C2CCN(Cc3nc(-c4ccc(OC)c(OC)c4)oc3C)CC2)cc1OCC,i
CC(C)OCCCNC(=O)Cn1nc2c(cc1=O)CCCC2,-2%
CCCCc1nn(CC(=O)N2C[C@H]3CC=C(C)C[C@H]3C2)c(=O)n1CC,-9%
O=C(NCc1ccc(F)cc1)C1CCc2nnc(-c3ccc(Cl)cc3Cl)n21 (configuration not stated),3.2µM*
CCOc1ccc(NC(=O)CSc2nnc(CNC(=O)c3c(F)cccc3Cl)o2)cc1,1%
COc1ccc(CN2C[C@@H](CO)[C@H](c3ccncc3)C2)cc1,-25%
O=C(c1cc(-c2ccc(F)cc2)n[nH]1)N1CC2CC(C1)[C@H]1CCCC(=O)N1C2 (some centres not stated),-9%
COc1ccc(-c2noc(CC3CCN(C(=O)c4ccccc4C)CC3)n2)cc1,-8%
Cc1ccc(NC(=O)c2oc3ccc4c(c3c2C)C(=O)CC(C)(C)O4)c(C)c1,-18%
CCNC(=O)CCCN1C(=O)CCn2nc(-c3cccn3C)cc21,i
CC(C)CN1CCOC[C@H](Oc2ccc(S(C)(=O)=O)cc2)C1,-23%[44.1 µM]
COC(=O)[C@@H]1Cc2ncn(C)c2CN1C(=O)CC(C)(C)CC(=O)O,10%[44.1 µM]
O=C(Nc1c(C(=O)N2CCN(c3ccccc3)CC2)oc2ccccc12)c1ccc(Br)o1,10µM*
Cc1ccc(N(C)S(=O)(=O)c2nnc(NC(=O)C3CCCCC3)s2)cc1,24%[5.79 µM]
COc1cc(CCC(=O)N2CC(c3noc(C4CCCN4C(C)=O)n3)C2)on1 (configuration not stated),14%
CC(C)c1ccc(NC(=O)O[C@@H]2CO[C@H]3[C@@H]2OC[C@@H]3NC(=O)c2ccccc2)cc1,7%[44.1 µM]
CCOc1ccc(NC(=O)c2c(NC(=O)c3ccccc3Br)sc3c2CCC(C)C3)cc1 (configuration not stated),?
Cc1ccc(-c2nnc(C3CN(C(=O)c4cccc(Cl)c4)CC34CCOCC4)o2)cc1 (configuration not stated),i
CN1CC2(CCCN(Cc3ccccc3OCC(=O)O)C2)OC1=O (configuration not stated),-5%
CC(C)(C)CC(=O)Nc1nc2c(s1)C[C@@H]1[C@](C)(CO)[C@H](O)CC[C@@]1(C)[C@@H]2CC(=O)NC1CCCC1,?
CC(C)c1nncn1C1CCN(S(=O)(=O)c2ccccc2)CC1,-2%
COc1cc(C(CC(=O)NCc2ccccc2)N2Cc3ccccc3C2=O)cc(OC)c1OC (configuration not stated),-13%
CCOC(=O)c1ccc(NC(=O)CSc2nnc(CNC(=O)c3ccc(OC)cc3)n2CC)cc1,i
CCOC(=O)CC(NS(=O)(=O)c1ccc2[nH]c3c(c2c1)CCCC3)c1ccccc1Cl (configuration not stated),?
